# Bioassay records (PubChem)
# GC-B act – GC-B (human) receptor activation; P20594; HEK293-GC-B cells, CNP EC30, cGMP TR-FRET; 0% at EC30 CNP, 100% saturating CNP; activation, % at 10 µM; hit rate 0.11% among 370,000; AID 1920062;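 active = activation at 10 µM reaching about 35% in either raw or pattern-adjusted values, limit read from the data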
# PRMT1 FP inh – inhibitors of human PRMT1; Q99873; recombinant PRMT1, activity-based probe fluorescence polarization; inhibition, % at 2.79 µM; hit rate 1.3% among 370,000; AID 652257;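 active = inhibition above about 21% made by adding two undisclosed values, limit read from the data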
# Target sequence (Q99873 whole entry, looked up): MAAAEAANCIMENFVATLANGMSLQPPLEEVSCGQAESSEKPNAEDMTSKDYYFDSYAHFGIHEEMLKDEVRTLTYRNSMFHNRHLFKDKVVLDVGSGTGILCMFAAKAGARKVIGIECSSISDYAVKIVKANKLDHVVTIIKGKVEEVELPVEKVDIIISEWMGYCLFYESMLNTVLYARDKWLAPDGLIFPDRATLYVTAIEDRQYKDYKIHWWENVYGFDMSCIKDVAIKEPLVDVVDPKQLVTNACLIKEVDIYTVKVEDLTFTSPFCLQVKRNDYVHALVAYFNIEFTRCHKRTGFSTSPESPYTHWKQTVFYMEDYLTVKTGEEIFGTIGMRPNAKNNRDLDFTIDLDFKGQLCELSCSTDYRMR
# mABHD4 FP – ABHD4 (mouse) inhibition, primary FP screen | inhibition, % at 8.92 µM | hit rate 0.54% among 370,000 | purified mABHD4, FP-Rh probe fluorescence polarization;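 active = inhibition exceeding the mean over every tested compound plus 3 SD, cut at about 30% in these data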;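 note: 0% = plate median of compound wells and 100% = S159A mutant with DMSO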
# Target sequence (Q8VD66 whole entry, looked up): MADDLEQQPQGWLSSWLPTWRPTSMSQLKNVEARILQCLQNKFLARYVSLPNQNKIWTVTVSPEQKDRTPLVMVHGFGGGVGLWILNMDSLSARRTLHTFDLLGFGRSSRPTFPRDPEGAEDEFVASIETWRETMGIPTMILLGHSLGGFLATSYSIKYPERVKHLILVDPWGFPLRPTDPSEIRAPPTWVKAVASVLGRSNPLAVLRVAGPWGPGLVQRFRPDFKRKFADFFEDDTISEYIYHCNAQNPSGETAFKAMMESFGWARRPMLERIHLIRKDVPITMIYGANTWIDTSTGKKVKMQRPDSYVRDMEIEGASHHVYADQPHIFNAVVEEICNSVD
#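 Assay system: mouse ABHD4 enzyme, wild type / Also added: fluorescent activity-based probe FP-Rh / Doses: single nominal dose of 8.92 µM, 0.89% DMSO final / Timing: 45 min compound pre-incubation plus 60 min probe step, 25 °C / Signal: FP readout, ex 525 nm / em 598 nm / Control set: S159A mutant/DMSO as 100%, compound-well median as 0%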
# UHRF1 binding – blocks human UHRF1 binding to methylated DNA; UHRF1 binding to methylated oligo, TR-FRET; inhibition, % at 4.4 µM; hit rate 0.75% among 370,000; AID 687016; in the data active = inhibition above about 21%;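 note: UHRF1 SRA domain binding a hemimethylated CpG hairpin DNA probe; 0% = median of test compound wells and 100% = reference inhibitor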
# HTRA1 inh – blocks human HTRA1 serine peptidase; recombinant HTRA1, FP-rhodamine activity-based probe, fluorescence polarization; inhibition, % at 5.96 µM; hit rate 0.5% among 340,000; AID 504803; in the data active = inhibition above about 36%;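 note: 0% = enzyme with DMSO and 100% = wells lacking enzyme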
# TCR-CD3 inh – blocks the human TCR-CD3 interaction | TAMRA-labeled TCR probe fluorescence, biochemical | inhibition, % at 9.4 µM | hit rate 0.37% among 360,000; in the data active = inhibition above about 19%;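 note: recombinant mutant TCR 2C K166C tagged with TAMRA read by polarization; 0% = receptor in buffer alone and 100% = receptor with positive control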
# SIAE inh – human SIAE inhibition, primary screen; Q9HAT2; SIAE FP-Rh probe binding, fluorescence polarization; inhibition, % at 9.66 µM; hit rate 0.69% among 370,000; AID 1053197;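 active = inhibition above a cutoff: mean of compounds within the control limits plus 3 SD of those, cut at about 17% in these data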;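 note: 0% = plate median of compound wells and 100% = probe without SIAE protein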
# MBD2 DNA inh – blocks human MBD2 binding to methylated DNA. Q9UBB5. TR-FRET, MBD2 binding to methylated oligonucleotide. inhibition, % at 4.4 µM. hit rate 0.31% among 370,000. AID 686964; in the data active = inhibition above about 13%
# Target sequence (Q9UBB5 whole entry, looked up): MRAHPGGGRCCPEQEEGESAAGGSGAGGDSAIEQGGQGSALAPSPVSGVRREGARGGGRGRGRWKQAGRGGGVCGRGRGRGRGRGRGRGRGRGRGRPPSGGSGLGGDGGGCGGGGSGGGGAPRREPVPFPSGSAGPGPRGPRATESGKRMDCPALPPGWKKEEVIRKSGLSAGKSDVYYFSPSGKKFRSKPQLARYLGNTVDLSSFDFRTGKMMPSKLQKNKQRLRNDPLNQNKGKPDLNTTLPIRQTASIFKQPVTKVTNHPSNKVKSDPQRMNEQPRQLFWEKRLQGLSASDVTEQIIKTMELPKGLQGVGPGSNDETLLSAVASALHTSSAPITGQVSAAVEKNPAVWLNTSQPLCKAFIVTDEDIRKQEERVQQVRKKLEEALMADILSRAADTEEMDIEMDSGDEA
# rCAG binder – molecules binding r(CAG) RNA repeats; r(CAG) RNA repeat, TO-PRO-1 dye displacement fluorescence; inhibition, % at 3 µM; hit rate 1.3% among 370,000;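 active = inhibition above the plate cutoff, the mean of all test compounds on that plate plus 3 SD, cut at about 35% in these data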;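 note: 0% = DMSO alone and 100% = 100 µM mitoxantrone as full dye displacement; higher means more dye released from RNA so lower well fluorescence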
# NPR1 activator – GC-A (human) enzyme activation; P16066; HEK293 GC-A cells, cGMP TR-FRET, EC30 ANP; 0% at EC30 ANP, 100% saturating ANP; activation, % at 10 µM; hit rate 0.14% among 370,000; AID 1671463; in the data active = activation above about 40%
# The depositor's hits bear a star; · = not tested or not shown.
SMILES,GC-B act,PRMT1 FP inh,mABHD4 FP,UHRF1 binding,HTRA1 inh,TCR-CD3 inh,SIAE inh,MBD2 DNA inh,rCAG binder,NPR1 activator
COc1ccc(CNC(=O)/C=C/[C@H]2O[C@@H](n3ccc(=O)[nH]c3=O)[C@H](O)[C@@H]2O)cc1,2,1,7,-1,·,-1,0,3,0,-3
CCOC(=O)C1=C(N)Oc2cc(C)oc(=O)c2C1c1cccnc1 (centres undefined),0,-3,2,2,0,21*,2,-3,1,2
O=C(N/N=C/c1ccc([N+](=O)[O-])o1)c1cc2c(ccc3ccccc32)o1,-8,-1,7,2,-6,9,3,-3,6,7
CN(Cc1ccccc1O)CC1CCCN(CCc2ccc(Cl)cc2)C1 (centres undefined),-5,-1,6,0,2,-4,-3,-3,-11,-8
O=C(NCc1cccs1)c1cnc(Cl)c(Cl)c1,2,1,-1,0,1,-1,2,2,1,1
CCc1ccc(/C=N/N2CCN(c3ccccn3)CC2)cc1,3,-6,5,-2,0,2,1,-6,-8,9
COC(=O)CSc1ccc(C#N)c(SCC(=O)OC)c1,-3,-1,0,-1,1,2,12,0,2,9
CCn1c(SCC(=O)Nc2nnc(C)s2)nnc1-c1ccco1,3,1,-3,-5,6,-4,-3,0,-2,3
CCn1cc(C(=O)O)c(=O)c2cc(F)c(N3CCN(C(=S)NC(=O)c4c(OC)cccc4OC)CC3)cc21,-7,-3,4,11,-3,-2,5,-1,2,-3
CCc1nc2c(=O)[nH]cnc2o1,3,-2,3,0,6,3,0,0,2,1
NC(=O)[C@@H]1CCOc2c(I)cc([N+](=O)[O-])cc2C(=O)N[C@@H](CO)C(=O)NCC(=O)N1,10,3,4,2,-1,-3,-1,-1,8,2
COc1ccc2cc3cc(C(=O)Nc4cc(OC)c(OC)c(OC)c4)oc3nc2c1,6,-2,-4,-3,-3,-2,-6,1,2,3

# A different layout for 6 compounds above.
# Every second line gives: GC-B act | PRMT1 FP inh | mABHD4 FP | UHRF1 binding | HTRA1 inh | TCR-CD3 inh | SIAE inh | MBD2 DNA inh | rCAG binder | NPR1 activator
> CN(Cc1ccccc1O)CC1CCCN(CCc2ccc(Cl)cc2)C1 (centres undefined)
  -5 | -1 | 6 | 0 | 2 | -4 | -3 | -3 | -11 | -8
> NC(=O)[C@@H]1CCOc2c(I)cc([N+](=O)[O-])cc2C(=O)N[C@@H](CO)C(=O)NCC(=O)N1
  10 | 3 | 4 | 2 | -1 | -3 | -1 | -1 | 8 | 2
> O=C(N/N=C/c1ccc([N+](=O)[O-])o1)c1cc2c(ccc3ccccc32)o1
  -8 | -1 | 7 | 2 | -6 | 9 | 3 | -3 | 6 | 7
> COc1ccc2cc3cc(C(=O)Nc4cc(OC)c(OC)c(OC)c4)oc3nc2c1
  6 | -2 | -4 | -3 | -3 | -2 | -6 | 1 | 2 | 3
> CCc1nc2c(=O)[nH]cnc2o1
  3 | -2 | 3 | 0 | 6 | 3 | 0 | 0 | 2 | 1
> CCn1c(SCC(=O)Nc2nnc(C)s2)nnc1-c1ccco1
  3 | 1 | -3 | -5 | 6 | -4 | -3 | 0 | -2 | 3

# New compounds follow.
SMILES,GC-B act,PRMT1 FP inh,mABHD4 FP,UHRF1 binding,HTRA1 inh,TCR-CD3 inh,SIAE inh,MBD2 DNA inh,rCAG binder,NPR1 activator
O=C1COc2ccc(C(=O)c3ccccc3C(=O)NCc3ccccc3)cc2N1,-9,-2,-4,-5,-11,-5,0,-4,-10,-16
CC(=O)N1c2ccc(S(=O)(=O)N3CCCCC3)cc2CC1C(=O)Nc1ccccc1C(F)(F)F (centres undefined),4,-5,-2,3,3,3,2,2,7,4
Cc1cc(Cl)ccc1OCC(=O)OCC(=O)NC1CCCC1,6,7,7,0,2,-5,0,8,0,4
O=Nc1ccc(NO)c2ccccc12,0,5,7,-4,8,-5,-12,-6,4,5
COc1ccc(-c2noc(CNC(=O)c3ccc4c(c3)OCO4)n2)cc1OC,4,1,-1,1,-5,5,7,-3,1,3
CN(Cc1ccccc1)C(=O)c1nc[nH]c1C(=O)N(C)Cc1ccccc1,-1,-1,4,1,2,2,-2,2,-10,-3
COc1ccc(-n2nc([N+](=O)[O-])c(=NCc3cccnc3)n2O)cc1,-6,0,-5,-1,2,-8,4,-1,-2,-2
COC(=O)c1cc(C(=O)Nc2nnc(CC(C)(C)C)s2)cc([N+](=O)[O-])c1,0,12,-7,4,-7,-4,-3,1,14,-2
CN(C(=O)CN1CCN(c2ccccc2F)CC1)C1CCCc2ccccc21 (centres undefined),3,1,-4,-2,-14,3,-7,-4,-8,2
CCC(=O)c1ccc(OCC(=O)OCC(=O)N2CCN(c3ccc(OC)cc3)CC2)cc1,1,-2,3,-2,5,5,-1,-2,-8,1
Nc1nonc1-c1nc2ccccc2n1CC(=O)NC1CCCC1,10,1,-1,0,3,-3,-3,3,-2,1
Cc1ccc(N2C(=S)NC3c4ccccc4OC2(C)C3C(=O)N(C)C)cc1 (centres undefined),1,1,6,3,8,-4,6,-3,-3,1
N#C[C@@H]1N[C@H](CO)[C@@H]1c1ccccc1,7,4,3,3,·,·,-2,5,5,0
CCOC(=O)CCCCC(=O)c1[nH]c(=O)[nH]c1Cn1cnc2ccccc21,-1,-5,0,5,3,8,10,-5,-8,2
COc1cccc(CNC(=O)COC(=O)/C(C#N)=C/c2ccc(N(C)C)cc2)c1,-4,-1,-20,14,-7,-5,-26,4,4,-5
O=C(CS(=O)c1ccccc1[N+](=O)[O-])Oc1ccc(Br)cc1 (centres undefined),-2,1,-1,5,-2,5,9,1,-1,3
COc1ccccc1CNC(=O)C1CCC(CNc2c(N3CCC(C)CC3)c(=O)c2=O)CC1 (centres undefined),-8,10,-10,6,-5,-4,-3,3,-3,4
O=C(NC1CC1)C1=C[C@@H](c2c[nH]c3ccccc23)C[C@@H](OCCCCO)O1,-7,3,2,1,3,6,-4,-2,0,-2
CC(OC(=O)[C@@H]1CCCN1C(=O)c1cccs1)C(=O)Nc1cccc([N+](=O)[O-])c1 (some centres undefined),-5,-5,-1,1,0,-6,-7,3,3,-5
O=C(CSc1nncc2ccccc12)Nc1ccccc1,-5,-1,5,-2,-4,-3,-5,0,2,0
Cc1ccc2[nH]c(C)c(CCNC(=O)C3CCCCC3C(=O)OCC(F)(F)F)c2c1 (centres undefined),-7,2,3,1,-2,-7,-1,-5,-4,-4
N/C(Cn1nnc(-c2ccccc2)n1)=N\O,0,5,-7,4,6,-8,-7,5,-1,3
CSc1ccc(NC(=O)N2CCC(C(=O)c3ccc(F)cc3)CC2)cc1,-14,-2,-3,2,-9,8,6,4,-5,3
C=CCOC(=O)c1c(C)nc2cc3c(cc2c1C)OCO3,-7,-1,3,2,-2,0,0,3,0,-4
O=C(COc1ccc(F)cc1)N1CCCCCCC1,4,-1,-5,4,1,6,-5,2,-5,5
Cc1sc2nc(SCC(=O)N3CCCCC3)[nH]c(=O)c2c1C,0,3,0,0,-4,2,-5,-1,1,3
O=C(Cc1ccc(NC(=O)C2CCCN(C(=O)CCc3ccccc3)C2)cc1)Nc1cccc(C(=O)N2CCCC2)c1 (centres undefined),2,2,4,-1,-3,0,-5,-5,4,2
COc1ccccc1/C=C1/C(=O)N(c2ccc([N+](=O)[O-])cc2)N=C1C,0,2,-1,-9,3,0,9,-6,2,12
O=S(=O)(NC(=NC1CCCC1)C(F)(F)F)c1ccccc1,3,1,0,-1,2,3,-5,1,-1,3
CC(C)C1C(=O)NC(=S)N1S(=O)(=O)c1ccc(C(C)(C)C)cc1 (centres undefined),4,11,-4,4,-11,0,1,2,21,1
O=C(c1sc2cc([N+](=O)[O-])ccc2c1Cl)N1CCOCC1,9,5,-3,5,-2,-6,-5,4,1,5
CC(=O)Nc1ccc(S(=O)(=O)N2CCc3ccccc3C2CC(=O)O)cc1 (centres undefined),3,-3,-1,-2,7,-2,-2,-3,-1,2
CC(C)C[C@H](NC(=O)c1nc[nH]c1C(=O)NCCCCCN)C(=O)OCc1ccccc1,-7,4,-14,13,4,6,-9,12,10,1
Cc1ccccc1N1CC(C(=O)Nc2ccc(S(=O)(=O)N3CCOCC3)cc2)CC1=O (centres undefined),3,5,4,-2,1,8,8,-6,3,0
COc1cc(Cl)c(S(=O)(=O)n2cnc(C)c2)cc1Cl,0,2,0,4,2,-1,-1,1,2,1
CC1(C)CC(=O)C=C(c2ccc(-c3ccccc3)cc2)C1=O,0,-1,0,0,-7,8,4,-3,3,11
CCOC(=O)C(Cc1c[nH]c2ccccc12)NC(=O)CNC(C)=O (centres undefined),0,2,2,-1,2,-1,3,8,-1,5
CCC(C)(C)n1nnnc1C(c1ccc(OC)c(OC)c1)N1CCN(c2cccc(OC)c2)CC1 (centres undefined),7,0,0,-5,3,0,9,3,-6,-4
COc1cccc(/C=N/n2c(-c3cc(C)[nH]n3)n[nH]c2=S)c1OC,1,-2,-3,1,2,12,8,-3,0,-6
CCOc1ccc(OCC(O)CNC2CCN(Cc3ccccc3)CC2)cc1 (centres undefined),-4,-4,-2,1,1,-9,3,0,-2,3
COc1cc(C(O)CO)ccc1OS(=O)(=O)O (centres undefined),4,6,-3,2,4,-3,-3,-1,0,0
CC(C)=C(NC(=O)c1ccccc1)C(=O)NCc1ccccc1,-1,-4,1,-1,-6,1,6,-5,-4,4
COc1ccc(C2=C(C=Nc3c(C)n(C)n(-c4ccccc4)c3=O)C(c3ccccc3C)c3ccccc3O2)cc1OC (centres undefined),-4,1,-9,-1,-22,1,7,4,4,-1
Cc1cc(C(=O)OCC(=O)N2C(C)CCCC2C)c2ccccc2n1 (centres undefined),1,8,-6,1,3,0,4,2,2,1
COC(=O)c1cccc(C(=O)N2CCC(CO)(Cc3ccccc3Cl)CC2)c1,-9,1,6,0,-8,-5,7,0,-6,-3
Cc1ccc(S(=O)(=O)N2CCN(C(=O)COC(=O)CNC(=O)c3ccccc3F)CC2)c(C)c1,0,-1,1,10,6,2,-5,1,2,-1
CN(C)CCCN(C(=O)c1cc2cc([N+](=O)[O-])ccc2s1)c1nc2cc3c(cc2s1)OCCO3,2,2,7,1,-8,3,8,-1,8,3
COCCCn1c(=O)c2sccc2n2c(CCCC(=O)NCc3ccc(F)cc3)nnc12,-2,0,3,0,2,-2,6,-2,-7,2
COc1ccc(C(=O)Nc2ccc3nc(C)sc3c2)cc1S(=O)(=O)N1CCOCC1,4,1,-5,-1,-1,5,-6,3,1,1
COc1ccc(NC(=O)CCCC(=O)NCCc2ccc(OC)c(OC)c2)cc1,2,2,5,0,7,2,-11,-2,-8,-1
CC(C)CC(NC(=O)C(NC(=O)OC(C)(C)C)C(C)C)C(=O)N1CCCC1C(N)=O (centres undefined),-15,-2,-2,3,4,8,3,-4,-2,-4
O=S(=O)(NC1CC1)c1ccc(Cl)cc1,-9,-2,1,-4,2,-3,3,1,-4,3
COc1ccc(/C=C/C(=O)Oc2cccc(/C=N/NC(=O)COc3c(C)cccc3C)c2)cc1,0,0,2,-1,-19,-8,-3,4,6,-2
COc1ccccc1NC(=O)Nc1ccc2c(c1)CCC2,-1,-8,3,0,-30,1,-7,2,2,-3
O=C(COc1ccccc1O)NNc1ccccc1,-2,0,3,-4,8,3,6,0,0,1
CCOC(=O)c1cc(NC(=O)C2C3CCC(O3)C2C(=O)O)cc(C(=O)OCC)c1 (centres undefined),1,-2,1,-2,-1,0,-5,-2,-4,2
Cc1nnc(SCC(=O)Nc2sc3c(c2C#N)CCCC3)[nH]c1=O,3,3,11,-1,6,-1,4,6,30,4
COc1ccc(C)cc1COC(=O)c1[nH]c(C)c(C(C)=O)c1C,-2,0,-9,-3,-90,-4,2,0,-2,1
O=C(NCc1cc([N+](=O)[O-])ccc1O)c1cccnc1Sc1ccc(Cl)cc1,-2,-1,-17,-4,-1,1,-5,-5,22,-3

# Some of the compounds tested. The share of hits here may be higher or lower than overall.
